Screening results from PubChem.
S-ASM inh – Inhibitors of Secretory Acid Sphingomyelinase (S-ASM): qHTS; Potency, µM (top dose mostly 57.5 µM), for the others: top-dose activity change, negative = inhibition, most hits filed as inhibitors; actives 0.006% (n = 340,000); placental ASM, HMU-PC fluorogenic substrate, 60 min; note: potency is the fitted concentration of half-maximal effect
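Human placenta-derived ASM preincubated with compound 10 min at room temperature, then reacted with 9 uM (final) fluorogenic HMU-PC substrate for 60 min at 37 C. Stop solution raises pH to 10; fluorescence read at Ex 386/Em 447 nm.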
MLL CXXC-DNA inh – qHTS Fluorescence Polarization Assay for Inhibitors of MLL CXXC domain - DNA interaction; Histone-lysine N-methyltransferase 2A (Homo sapiens), Q03164; MLL-CXXC / FITC-HOXA9 DNA fluorescence polarization; Potency, µM (series often up to 115 µM), for inactives: at the highest dose activity change, negative = inhibition, hits mostly inhibitors; actives 0.037% (n = 290,000); AID 2662, 2010; active = well fitted inhibition curve with a large enough effect in the polarisation, with a control signal flat, not every such curve was filed as active; inconclusive = small, poorly fitted or top-dose-only effect, or effect the other way, or a change in a side signal; inactive = no such curve, though single readings can be large or run the other way; the % refers to the polarisation; note: potency is the fitted concentration of half-maximal effect
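Fluorescence polarization: 7 uM MLL-CXXC (stock) preincubated 5 min with compounds, then 50 nM fluorescein-HOX-A9 DNA (stock) added; 30 min ambient. Buffer 50 mM Tris-HCl pH 7.5, 50 mM NaCl, 1 mM DTT, 0.05% BSA.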
Menin MLL FP TR – qHTS Assay for Inhibitors Targeting the Menin-MLL Interaction in MLL Related Leukemias: Competition With Texas Red Labeled MLL-derived Mutant Peptide; Menin + Texas Red MLL mutant peptide, fluorescence polarization; O00255; actives 0.23% (n = 270,000); Potency, µM (highest dose often 61.6 µM), for inactives: at the highest dose FP activity change, negative = inhibition, actives largely listed as inhibitors; active = well fitted inhibition curve with a large enough effect in the polarisation, with a control signal flat, not every such curve was filed as active; inconclusive = small, poorly fitted or top-dose-only effect, or effect the other way, or a change in a side signal; inactive = no such curve, though single readings can be large or run the other way; the % refers to the polarisation; note: potency is the fitted concentration of half-maximal effect; % of control where 0% means no effect; many of its hits are not listed in these tables
MBNL1 CUG block – qHTS Assay for Inhibitors of MBNL1-poly(CUG) RNA binding; Muscleblind-like protein 1 (Homo sapiens), Q9NR56; TR-FRET MBNL1-His/biotin-(CUG)12 binding, 665/545 ratio; Potency, µM (top dose mostly 57.5 µM), for the others: at the top dose activity change, negative = inhibition, actives largely listed as inhibitors; actives 0.036% (n = 280,000); AID 2675, 2010; active = well fitted inhibition curve with a large enough effect in the signal ratio, with a control signal flat, not every such curve was filed as active; inconclusive = small, poorly fitted or top-dose-only effect, or effect the other way, or a change in a side signal; inactive = no such curve, though single readings can be large or run the other way; the % refers to the signal ratio; note: potency is the fitted concentration of half-maximal effect; % is set by controls: 0 for no effect and ±100 for the full control effect
Target sequence (Q9NR56 whole entry, looked up): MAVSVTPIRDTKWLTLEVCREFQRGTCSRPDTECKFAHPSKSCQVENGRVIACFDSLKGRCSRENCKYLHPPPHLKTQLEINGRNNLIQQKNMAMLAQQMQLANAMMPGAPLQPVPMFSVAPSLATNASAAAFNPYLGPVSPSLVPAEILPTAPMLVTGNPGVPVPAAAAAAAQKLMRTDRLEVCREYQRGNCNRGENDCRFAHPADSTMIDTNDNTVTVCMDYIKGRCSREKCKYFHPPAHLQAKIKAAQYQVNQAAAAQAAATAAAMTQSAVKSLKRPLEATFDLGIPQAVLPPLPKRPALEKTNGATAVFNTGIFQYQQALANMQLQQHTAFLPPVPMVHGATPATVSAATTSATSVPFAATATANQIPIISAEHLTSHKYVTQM
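TR-FRET readout: Ex 340 nm, 665/545 nm emission ratio, normalized to buffer-only (basal) and MBNL1-(CUG)12 controls. Complex of MBNL1-His with Biotin-(CUG)12, compounds 92 nM–58 uM, incubated 60 min at room temperature.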
TCR activator – Activators of T cell receptors: qHTS campaign | primary human leukocytes, anti-CD3, IL-2 HTRF, 48 h | Potency, µM (top dose mostly 9.22 µM), for the others: at the top dose activation of IL-2 secretion, most hits filed as activators | 330,000 tested, under 10 active; note: % of control where 0% means no effect
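IL-2 release read by HTRF sandwich (Eu cryptate donor, d2 acceptor, 665 nm emission) after 48 hr exposure of primary human leukocytes to compound together with anti-CD3 beads in the absence of co-stimulatory signals.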
PTAP TSG101 blk – qHTS Assay for Iinhibitors of HIV-1 Budding by Blocking the Interaction of PTAP/TSG101 | Tumor susceptibility gene 101 protein (Homo sapiens), Q99816 | Fluorescence polarization, FITC-PTAP peptide / Tsg101 binding | Potency, µM (top dose mostly 115 µM), for the others: top-dose activity change, negative = inhibition, hits mostly inhibitors | 340,000 tested, under 10 active; active = well fitted inhibition curve with a large enough effect in the main read-out, with a control signal flat, not every such curve was filed as active; inconclusive = small, poorly fitted or top-dose-only effect, or effect the other way, or a change in a side signal; inactive = no such curve, though single readings can be large or run the other way; note: potency is the fitted concentration of half-maximal effect; % of control where 0% means no effect
Target sequence (Q99816 whole entry, looked up): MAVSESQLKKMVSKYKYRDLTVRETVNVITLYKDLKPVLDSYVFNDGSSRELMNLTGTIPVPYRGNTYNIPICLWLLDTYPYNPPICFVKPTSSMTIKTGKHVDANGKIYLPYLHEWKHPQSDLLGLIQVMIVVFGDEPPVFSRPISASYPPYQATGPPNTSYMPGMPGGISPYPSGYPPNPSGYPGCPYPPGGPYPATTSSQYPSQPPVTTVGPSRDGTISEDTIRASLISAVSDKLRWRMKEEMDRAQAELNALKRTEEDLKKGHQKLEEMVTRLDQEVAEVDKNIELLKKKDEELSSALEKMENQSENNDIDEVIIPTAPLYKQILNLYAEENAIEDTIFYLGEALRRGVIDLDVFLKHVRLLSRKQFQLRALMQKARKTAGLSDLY
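Fluorescence anisotropy tracks displacement of a FITC-tagged PTAP peptide (50 nM) from the Tsg101 binding domain (10 uM), following a 20 min room-temperature incubation at pH 7.5.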
Mito fusion act – qHTS Assay for Small Molecule Inhibitors of Mitochondrial Division or Activators of Mitochondrial Fusion; S. cerevisiae fusion-defective mutant growth rescue, CellTiterGlo 48 h; Potency, µM (doses to about 46.1 µM), without a hit: top-dose growth rescue (activation), most hits filed as activators; actives 0.23% (n = 320,000);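 note: potency is the fitted concentration of half-maximal effect; % of control where 0% means no effect; nearly all actives have a fitted effect of over 45% in size; temperature-sensitive fusion mutants such as fzo1-1 at 37 °C on non-fermentable ethanol glycerol medium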
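S. cerevisiae fusion-defective temperature-sensitive mutants (e.g. fzo1-1, mgm1-5) grown 48 h at 37C in YPEG (ethanol/glycerol non-fermentable) medium with 23 nl compound per well; growth rescue read as CellTiterGlo luminescence.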
a7 integrin act – qHTS for Activators of Integrin-Mediated Alleviation for Muscular Dystrophy; alpha7betagal myoblasts, beta-gal FDG fluorescence, 48 h; Potency, µM (doses to about 38.3 µM), inactives show top-dose activation, hits mostly activators; actives 0.064% (n = 350,000); AID 624291, 2012;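 note: potency is the fitted concentration of half-maximal effect; 100% = response of the positive control SU9516; nearly all actives have a fitted effect of over 60% in size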
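Alpha7betagal+/- myoblasts (passage 13) were plated 16-24 hr, then exposed to compounds (1:260 dilution of DMSO stock) for 48 hours at 37C. After MPER lysis, β-galactosidase reporter activity was read as FDG fluorescence (ex 480/em 540) after 30 minutes.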
TSHR antag – Antagonists of the Thyroid Stimulating Hormone Receptor: HTS campaign; Thyrotropin receptor (Homo sapiens), P16473; TSHR-expressing cells, TSH-stimulated cAMP HTRF, 2 h; stronger effect = lower value; activity change, negative = inhibition, % at 11.5 µM; actives 0.2% (n = 330,000); AID 504810, 2011;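 active = activity change below a set negative limit, meaning inhibition stronger than a set level, cut at about -70% in these data; inconclusive = activity change between two set negative limits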; note: % is set by controls: 0 for no effect and ±100 for the full control effect
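Freshly harvested TSHR cells receive pin-tooled compound, then EC80 TSH at 4nM final. After 2 hours at 37 deg C, antibody in lysis buffer and cAMP-d2 are added; 30 minutes at ambient temperature precede the HTRF read.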
AT treatment – qHTS Assay for Identifying a Potential Treatment of Ataxia-Telangiectasia | […] A-T fibroblasts, KAP-1 phosphorylation AlphaLISA; neocarzinostatin DNA damage 30 min before lysis | Potency, µM (top dose mostly 57.5 µM), for inactives: at the top dose activation, usual class: activators | actives 0.19% (n = 320,000) | AID 485349, 2010; note: potency is the fitted concentration of half-maximal effect; % of control where 0% means no effect; nearly all actives have a fitted effect of over 45% in size
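ATM-like activity read as KAP-1 phosphorylation via AlphaLISA donor/acceptor antibody pairs after lysis and 6 hr at 25C. Cells were ATM-null patient fibroblasts ([…], hTERT), dosed 60 min, then exposed to the DSB inducer NCS for 30 min.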
Numbers without * were called inactive; ? = inconclusive; nt = not tested or not shown; [ ] = remark or other dose. Unless noted, calls come from the whole dose curve; as a rule, active = well fitted curve in the direction sought with a large enough effect; inconclusive = small, poorly fitted or top-dose-only effect, or another doubt; inactive = no such curve, though single readings can be large; an effect the other way counts as inactive or inconclusive. The list is partial. The share of hits here may be higher or lower than overall.

Second line of a record – S-ASM inh, MLL CXXC-DNA inh, Menin MLL FP TR, MBNL1 CUG block, TCR activator, PTAP TSG101 blk, Mito fusion act, a7 integrin act, TSHR antag, AT treatment
COc1ccc(N2CCN(c3nc4ccccc4n3CC(=O)c3ccccc3)CC2)cc1
    -16%, -3%, -3%, 3%, 0%, -1%, 0%, -15%, -3, 0%
O=C(CSc1nnnn1C1CCCCC1)NNC(=O)c1ccco1
    4%, 1%, ?, -12%, -8%, -2%, 13%, ?, -12, 13%
CCOc1ccc(C(=O)Nc2sc3c(c2C(=O)OC)CC(C)(C)NC3(C)C)cc1
    13%, 10%, -14%, 10%, -1%, 0%, -2%, 1%, -1, 2%
Cn1cccc1/C=C1\SC(=S)N(NC(=O)c2ccc(Cl)cc2)C1=O
    ?, ?, ?, 27%, 1%[46.1 µM], 0%, -7%, 7%, -7, 5%
Cc1noc(C)c1COc1ccc(C(=O)N2CCN(c3ccccn3)CC2)cc1
    nt, nt, nt, nt, -16%, -6%, -6%, 9%, -1, 0%
O=C(O)c1[nH]c2ccccc2c1C(c1cc(Cl)cc([N+](=O)[O-])c1O)c1c(C(=O)O)[nH]c2ccccc12
    -15%, ?, ?, -13%, 3%, -7%, 0%, 19%, 12, 3%
Cc1nnc(SCc2cccc([N+](=O)[O-])c2)s1
    -1%, -4%, -25%, ?, 3%, 0%, -3%, 5%, 21, 0%
CC(Oc1cccc(Cl)c1)C(=O)NCCCCc1ccccc1 (stereo not drawn)
    -3%, 2%, 6%, -7%, -6%[46.1 µM], 4%, ?, 13%, -10, 7%
CCOC(=O)C1=C(O)C(=O)N(Cc2cccnc2)C1c1ccc(OC)cc1 (stereo not drawn)
    2%, 4%, 1%, -3%, 1%, 0%, -2%, 5%, -3, 1%
CCN1CCN(C(=O)c2cc3c(OC)c(OC)c(OC)cc3[nH]2)CC1
    0%, 0%, 6%, -3%, -9%, -3%, -2%, 2%, 7, -2%
COc1cc(Cl)ccc1NC(=O)COc1ccccc1C(=O)N1CCN(c2ccc(O)cc2)CC1
    0%, 64%[activator], 4%, 4%, 4%, -1%, 10%, 4%, -15, 5%
COc1cccc(-c2cc(C(=O)N3CCCCC3C)no2)c1 (stereo not drawn)
    0%, -1%, -12%, -4%, 2%, -1%, 4%, 1%, -10, 1%
COc1ccc(CNC(=O)C[C@H]2C[C@H](C(=O)N3CCOCC3)[C@@]3(C)c4[nH]c5cc(CCC(=O)N(C)C)ccc5c4CCN3C2=O)cc1OC
    4%, nt, nt, nt, 3%[46.1 µM], -1%, nt, 10%, -13, 5%[11.5 µM]
O=c1[nH][nH]c(C(F)(F)F)c1C=NCc1ccc(Cl)cc1
    -1%, -1%, -14%, 1%, -19%, -2%, 0%, -23%, 3, -1%
C#Cc1ccc(CN2CCN(CCCc3ccccc3)C(CCO)C2)cc1 (stereo not drawn)
    4%, 6%, 0%, -3%, -2%, -7%, -5%, -19%, 5, -11%
CSc1snc(SCC(N)=O)c1C#N
    2%, 1%, 11%, -16%, 3%, -1%, 0%, -7%, 3, -2%
COc1ccc(CCNC(=O)CSc2ccc(-c3cccs3)nn2)cc1OC
    -1%, 6%, 6%, 16%, -18%, -1%, -1%, -8%, 1, -3%
CC1C(C)N(C(=O)CCl)c2ccccc2N1C(=O)CCl (stereo not drawn)
    6%, nt, nt, nt, 0%, 0%, nt, -57%[inhibitor], nt, nt
Cc1ccc(-c2cc(-c3ccccc3)nc(Cl)n2)cc1
    -8%, -3%, ?, 7%, 0%, -6%, -4%, 16%, -1, 14%
CCn1c(SCC(=O)Nc2cccc(NC(C)=O)c2)nnc1-c1ccco1
    -1%, 15%, 2%, -2%, 0%, -4%, -4%, ?, -2, 3%
Cc1ccc(Oc2ccc(NS(=O)(=O)c3cccc(C(=O)O)c3)cc2)cc1
    -6%, nt, nt, nt, -3%[46.1 µM], -5%, nt, 7%, -29, 13%
CC(C)(CSc1ccccn1)NS(=O)(=O)c1ccccc1
    4%, 4%, -12%, -9%, 0%[46.1 µM], 0%, 2%, 23%, -2, 9%
CCOc1ccc(OCCC(=O)OCC(=O)NNC(=O)c2ccccc2)cc1
    5%, nt, nt, nt, 0%, -7%, 16%, 12%, 8, -2%
Cn1c2ccccc2c(=O)c2c(=O)n(Cc3ccco3)c(COc3ccccc3)nc21
    -7%, 6%, -11%, 8%, 0%[46.1 µM], -5%, 18%, 29%, -11, 1%
O=C(NNc1cc(N2CCOCC2)nc(N2CCOCC2)n1)c1ccc(Cl)c(Cl)c1
    -10%, 4%, -22%, 0%, 2%[46.1 µM], 0%, -8%, 4%, 8, 0%
O=C(CCN1CCOCC1)c1ccccc1
    0%, ?, 0%, 1%, -5%, -7%, 1%, -52%[inhibitor], 4, nt
CCCCCCSc1ccc([C@@H]2[C@H]3C(=O)N(CC)C(=O)[C@H]3[C@]3(C(=O)OC)CCCCN23)cc1OC
    -8%, nt, nt, nt, 9%, 16%, nt, -9%, -7, 3%
Cc1c(NC(=O)c2ccc(CC(C)C)o2)c(=O)n(-c2ccccc2)n1C
    0%, 0%, 1%, -3%, 5%, -6%, -7%, 0%, -2, -2%
CC(=O)Nc1ccccc1C(=O)C(=O)Nc1ccc(C)c(F)c1
    nt, 20%, -11%, nt, -4%[46.1 µM], -2%, 1%, 8%, 4, 3%
COc1ccc(OC)c(S(=O)(=O)NCc2cn3cccc(C)c3n2)c1
    5%, 5%, -15%, 2%, 2%[46.1 µM], -3%, -6%, 9%, -5, -2%

An excerpt from above in order of count of non-hydrogen atoms, rising:
Second line of a record – S-ASM inh, MLL CXXC-DNA inh, Menin MLL FP TR, MBNL1 CUG block, TCR activator, PTAP TSG101 blk, Mito fusion act, a7 integrin act, TSHR antag, AT treatment
CC(C)(CSc1ccccn1)NS(=O)(=O)c1ccccc1
    4%, 4%, -12%, -9%, 0%[46.1 µM], 0%, 2%, 23%, -2, 9%
CCOc1ccc(OCCC(=O)OCC(=O)NNC(=O)c2ccccc2)cc1
    5%, nt, nt, nt, 0%, -7%, 16%, 12%, 8, -2%
Cn1c2ccccc2c(=O)c2c(=O)n(Cc3ccco3)c(COc3ccccc3)nc21
    -7%, 6%, -11%, 8%, 0%[46.1 µM], -5%, 18%, 29%, -11, 1%

The listing continues:
Second line of a record – S-ASM inh, MLL CXXC-DNA inh, Menin MLL FP TR, MBNL1 CUG block, TCR activator, PTAP TSG101 blk, Mito fusion act, a7 integrin act, TSHR antag, AT treatment
O=C(Nc1ccc(Cl)cn1)C1C(c2ccccc2)C1(Cl)Cl (stereo not drawn)
    -8%, -9%, ?, 1%, 0%, -2%, ?, -6%, -25, 4%[11.5 µM]
Cc1nn2c(N)c(-c3ccccc3)cnc2c1-c1ccc(Cl)cc1
    83%[activator], 15%, ?, 6%, -2%, -1%, 12%, -9%, -20, 34%
CCOc1ccc(CCNC(=O)CCNS(=O)(=O)c2ccc(Br)cc2)cc1OCC
    1%, 2%, nt, 0%, -1%, -4%, 0%, -2%, -7, -7%
CCc1cc(C(=O)N2CCCC(N3CCN(c4cccc(C(F)(F)F)c4)CC3)C2)n(C)n1 (stereo not drawn)
    0%, 2%, -9%, 6%, -1%, -4%, -6%, -10%, -26, -8%
COCCNC(=O)CN1CCN(Cc2cccc(Cl)c2)C1=O
    -2%, -5%, 7%, ?, -6%, 0%, -1%, -17%, -2, -4%
